Compound activity deposited in PubChem BioAssay by National Center for Advancing Translational Sciences (NCATS).
ELG1 genotox: qHTS screen for small molecules that induce genotoxicity in human embryonic kidney (HEK293T) cells expressing luciferase-tagged ELG1; HEK293T ELG1-luciferase reporter, luminescence, 16 h; Potency, µM (doses to about 46 µM), for inactives: at the top dose activity change, positive = activation, most hits filed as activators; 1.3% of 330,000 active; further: potency means the concentration at half of the fitted maximal effect; % of control where 0% means no effect; nearly all actives have a fitted effect of over 60% in size
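Reporter readout depends on ELG1 protein level, which increases with genetic stress. After 16 hr compound exposure at 37 °C, luciferase activity was quantified using ONE-Glo.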
Rab9 prom act: qHTS Assay for Rab9 Promoter Activators; Huh7 Rab9 promoter-luciferase reporter, luminescence, 24 h; Potency, µM (doses to about 9.22 µM), for the others: at the top dose activation, negative = inhibition, hits mostly activators; 2.8% of 320,000 active; further: potency means the concentration at half of the fitted maximal effect; % of control where 0% means no effect; nearly all actives have a fitted effect of over 60% in size
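Luminescence read-out: Huh7 cells stably expressing Rab9-luciferase, treated 24 h with compound at 37 °C, then lysed with luciferase reagent for 10 min at ambient before reading.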
BRCA1 expr up: qHTS Assay to Identify Small Molecule Activators of BRCA1 Expression. MCF7-BRCA1-FFLuc reporter, luminescence, 48 h; response scale: scaled: vehicle 0%, 10 µM genistein 100%. Potency, µM (series often up to 46.1 µM), inactives show at the highest dose activation, hits mostly activators. 1.1% of 380,000 active; further: potency means the concentration at half of the fitted maximal effect; nearly all actives have a fitted effect of over 80% in size; some results filed as inactive show a strong effect at the top dose
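Luminescence from a BRCA1-driven firefly luciferase in MCF7 cells was the read-out, taken 15 min after substrate addition following 48 h compound exposure at 37 °C. Data were normalized to a 10 microM genistein control and DMSO vehicle.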
PKM2 act: qHTS Assay for Activators of Human Muscle isoform 2 Pyruvate Kinase | purified PKM2, Kinase-Glo ATP luminescence, activation; response scale: 0% is enzyme alone, no compound | AID 1631, 2009 | Pyruvate kinase PKM (Homo sapiens), P14618 | Potency, µM (doses to about 57.5 µM), for inactives: at the top dose activation, actives largely listed as activators | 0.34% of 260,000 active; further: potency means the concentration at half of the fitted maximal effect; on the % scale 0 is the no-effect control and ±100 the full control effect; nearly all actives have a fitted effect of over 55% in size
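Kinase-Glo luminescence reports ATP generated from ADP (0.1 mM) and PEP (0.5 mM) by purified hPK-M2 after 1 h at room temperature, pH 7.2 imidazole buffer; intermediate enzyme activity allows detecting inhibitors and activators.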
VP16 counter: VP16 counterscreen qHTS for inhibitors of ROR gamma transcriptional activity. Potency, µM (series often up to 53.6 µM), for the others: at the top dose activity, negative = inhibition, usual class: inhibitors. 3.5% of 310,000 active. Drosophila S2 Gal4-VP16 UAS-luciferase, luminescence, 20 h. AID 2546, 2010;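 further: Gal4-VP16 expression switched on by copper sulfate through the metallothionein promoter; potency means the concentration at half of the fitted maximal effect; on the % scale 0 is the no-effect control and ±100 the full control effect; nearly all actives have a fitted effect of over 50% in size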
Menin-MLL TR inh: qHTS Assay for Inhibitors Targeting the Menin-MLL Interaction in MLL Related Leukemias: Competition With Texas Red Labeled MLL-derived Mutant Peptide; O00255; Menin + Texas Red MLL mutant peptide, fluorescence polarization; Potency, µM (highest dose often 61.6 µM), without a hit: top-dose FP activity change, negative = inhibition, most hits filed as inhibitors; 0.23% of 270,000 active; AID 1768, 2009; active means well fitted inhibition curve with a large enough effect in the polarisation, with a control signal flat, not every such curve was filed as active; inconclusive means small, poorly fitted or top-dose-only effect, or effect the other way, or a change in a side signal; inactive means no such curve, though single readings can be large or run the other way; the % refers to the polarisation; further: potency means the concentration at half of the fitted maximal effect; % of control where 0% means no effect; many of its hits are not listed in these tables
Target sequence (O00255 whole entry, looked up): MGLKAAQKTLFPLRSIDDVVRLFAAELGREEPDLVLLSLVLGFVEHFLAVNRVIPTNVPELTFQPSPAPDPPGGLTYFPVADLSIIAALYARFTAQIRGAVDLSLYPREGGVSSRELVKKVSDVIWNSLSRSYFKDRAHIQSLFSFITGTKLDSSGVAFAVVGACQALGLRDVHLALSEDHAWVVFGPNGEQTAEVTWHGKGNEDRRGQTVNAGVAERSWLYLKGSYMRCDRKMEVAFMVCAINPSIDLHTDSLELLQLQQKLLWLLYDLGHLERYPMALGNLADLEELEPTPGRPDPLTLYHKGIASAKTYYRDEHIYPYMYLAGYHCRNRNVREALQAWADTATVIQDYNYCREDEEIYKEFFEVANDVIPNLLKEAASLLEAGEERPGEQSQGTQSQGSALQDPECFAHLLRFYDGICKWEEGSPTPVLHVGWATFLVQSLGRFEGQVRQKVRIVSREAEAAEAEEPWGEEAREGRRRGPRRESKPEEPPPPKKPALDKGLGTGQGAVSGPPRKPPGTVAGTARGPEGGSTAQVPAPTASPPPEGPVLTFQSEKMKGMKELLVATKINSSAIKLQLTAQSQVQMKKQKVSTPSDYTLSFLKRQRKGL
Giardia kill: Small Molecules that selectively kill Giardia lamblia: qHTS. Giardia lamblia trophozoite viability. activity change, % at 7.66 µM, hits read low. 0.15% of 340,000 active; in the data active means activity change below about -80%; inconclusive means between about -30% and that limit;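 further: parasites exposed to compound for two days anaerobically before the ATP read; on the % scale 0 is the no-effect control and ±100 the full control effect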
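ATP-content bioluminescence gauges trophozoite survival. Cells (100/well) receive compound and incubate anaerobically for 48 hrs at 37 deg C; detection reagent follows for 15-30 min at room temperature.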
NPC1 promoter act: qHTS Assay for NPC1 Promoter Activators | 2.4% of 320,000 active | Potency, µM (titrated, usually from 9.22 µM), inactives show at the top dose activation, most hits filed as activators | Huh7 NPC1 promoter luciferase reporter, 24 h;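 further: potency means the concentration at half of the fitted maximal effect; % of control where 0% means no effect; nearly all actives have a fitted effect of over 60% in size; reporter is driven by a mutant NPC1 promoter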
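Stable NPC1-promoter luciferase Huh7 line; cpd (DMSO) 24 h, 37 °C, 5% CO2; Amplite luciferase reagent 10 min RT; luminescence readout. qHTS format.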
FLuc modulator: qHTS profiling assay for firefly luciferase inhibitor/activator using purifed enzyme and Km concentrations of substrates (counterscreen for miR-21 project); 6.9% of 360,000 active; Potency, µM (doses to about 57.5 µM), without a hit: top-dose activity change, negative = inhibition, usual class: inhibitors; purified FLuc, Km substrates, luminescence inhibition;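 further: potency means the concentration at half of the fitted maximal effect; plate controls were vehicle for no effect and reference inhibitor for full effect; nearly all actives have a fitted effect of over 55% in size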
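Biochemical qHTS of compounds, final roughly 60 µM downward over six points, against 10 nM purified firefly luciferase using Km concentrations of substrates (10 uM D-luciferin, 10 uM ATP) in Tris acetate pH 7.5 buffer; luminescence output.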
p53 reactivator: qHTS assay for re-activators of p53 using a Luc reporter; H1299 p53-A138V BP100-luciferase reporter, luminescence, 24 h; Potency, µM (highest dose often 92.2 µM), without a hit: at the top dose activity change, positive = activation, hits mostly activators; 0.063% of 320,000 active; further: potency means the concentration at half of the fitted maximal effect; % of control where 0% means no effect; nearly all actives have a fitted effect of over 45% in size
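p53-null H1299 cells stably carrying temperature-sensitive p53-A138V and a BP100-luciferase reporter were pinned with compounds (4-point, 1:5 series) and held 24 hrs at 37 deg C. Luminescence was read 10 min after detection reagent.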
RORg inh: qHTS for inhibitors of ROR gamma transcriptional activity; Nuclear receptor ROR-gamma (Mus musculus), P51450; Drosophila S2 Gal4-RORgamma UAS-luciferase reporter, 20 h; Potency, µM (top dose mostly 53.6 µM), for the others: at the top dose activity change, negative = inhibition, actives largely listed as inhibitors; 5.4% of 310,000 active; further: potency means the concentration at half of the fitted maximal effect; on the % scale 0 is the no-effect control and ±100 the full control effect; nearly all actives have a fitted effect of over 60% in size
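Drosophila Schneider cells stably carrying a metallothionein-driven Gal4 DBD–ROR gamma fusion and a UAS-Photinus luciferase reporter were exposed to compound for 1 hr, then induced with copper sulfate (700 uM final) for 20 hr at ambient temperature before luminescence reading.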
Numbers without * were called inactive; ? = inconclusive; / = no result given; [ ] = another dose, or the depositor's remark. Unless noted, the call rests on the fitted dose curve; in most records, active means well fitted curve in the direction sought with a large enough effect; inconclusive means small, poorly fitted or top-dose-only effect, or another doubt; inactive means no such curve, though single readings can be large; an effect the other way counts as inactive or inconclusive.

SMILES	ELG1 genotox	Rab9 prom act	BRCA1 expr up	PKM2 act	VP16 counter	Menin-MLL TR inh	Giardia kill	NPC1 promoter act	FLuc modulator	p53 reactivator	RORg inh
Cc1ccc(NC2CCCN(C(=O)CSc3ccncc3)C2)cc1C (centres undefined)	-2.9%	0.2%	-34.4%	3.1%	-11.2%	/	-5.5	0.6%	3.0%	-0.1%	11.8%
O=C(CN1C(=O)NC2(CCCC2)C1=O)OCc1cc(=O)n2cc(Br)ccc2n1	-0.7%	0.2%	0.0%	-0.7%	-92.6%	/	-5.6	-3.6%	1.9%	6.4%	3.16µM*
O=c1ccc2cc(S(=O)(=O)N3CCN(c4ccc(Cl)cc4)CC3)ccc2o1	-8.8%	-2.4%	-10.9%	/	4.6%	/	-2.8	-6.5%	2.4%	-1.4%	4.5%
CCN(CC(=O)Nc1ccccc1OC)CC(=O)Nc1sccc1C#N	-0.3%	0.7%	-14.6%	2.7%	2.0%	-15.2%	21.1	-1.5%	-8.1%	0.1%	14.2%
O=C(NCc1cccnc1)C(=O)Nc1nc(C23CC4CC(CC(C4)C2)C3)cs1	-2.6%	-5.4%	-40.9%	-1.2%	-3.0%	/	-15.3	-7.4%	?	2.0%	?
CC(C)(C)NC(=O)C(c1ccc(O)cc1)N(C(=O)Cn1nnc(-c2ccc(F)cc2)n1)c1ccccc1F (centres undefined)	-2.0%	-10.3%	-25.7%	0.6%	-1.7%	4.2%	-1.9	-3.3%	-14.9%	7.4%	10.0%
CN1C(=O)C(O)(CC(=O)c2cccs2)c2ccccc21 (centres undefined)	-1.2%	-2.2%	-1.0%	-6.7%	-4.7%	-9.3%	3.3	-4.3%	-0.5%	-11.3%	26.2%
OC1CCCN(c2c3c(nc4cc(-c5cccc(F)c5)nn24)CCCC3)C1 (centres undefined)	?	?	72.9%	?	-6.3%	7.2%	0.2	?	?	8.1%	-3.4%
COCC1CCCN(C(=O)c2ccc(OC3CCN(Cc4ccccn4)CC3)cc2)C1 (centres undefined)	0.5%	-1.5%	-3.8%	-6.2%	6.1%	-1.1%	-4.4	-2.3%	0.7%	5.1%	5.7%
N#CCCn1cc(C(=O)O)c(-c2ccc3ccccc3c2)n1	-16.7%	-6.2%	11.5%	2.5%	-9.4%	-3.5%	-26.0	1.8%	2.5%	/	5.4%
CC1C(c2ccccc2)=NNc2nc3c(c(=O)n(C)c(=O)n3C)n21 (centres undefined)	-5.6%	-4.0%	-18.7%	-1.3%	-2.4%	/	-21.3	-10.6%	0.8%	1.7%	10.2%
O=C(N/N=C/c1ccsc1)c1cc2ccccc2o1	9.4%	25.3%	-5.7%	-8.4%[0.46 µM]	6.2%	?	-9.2	0.7%	?	?	?
NC(=S)N=Nc1c(O)n(CCCl)c2ccccc12	-1.2%	-16.4%	-25.1%	-1.5%	3.16µM*	?	-8.4	0.8%	0.8%	1.4%	1µM*
O=C(N/N=C/c1ccccc1Cl)C1CC1	4.6%	7.5%	21.1%	-2.1%	-16.6%	-5.4%	-2.2	1.6%	-1.5%	-14.9%	-15.2%
Cc1ccc(-c2cnc(-c3ccccc3C(=O)O)o2)cc1	?	?	?	-1.2%	0.4%	-1.7%	2.5	?	13.5µM*	19.3%	-25.0%
Cc1cc(C)cc(N(C(=O)c2csnn2)C(C(=O)NC2CCCCC2)c2ccncc2)c1 (centres undefined)	-0.3%	3.6%	-20.2%	/	5.5%	/	-28.6	-4.9%	1.9%	-0.8%	-0.2%
CN1CCN(C(=O)C2CCN(S(=O)(=O)c3ccc(F)cc3)CC2)CC1	3.2%	0.1%	-0.7%	-5.6%	-3.1%	-11.5%	11.6	1.2%	1.8%	3.6%	?
COCCNC(=O)NC(=O)COC(=O)C1(c2ccc(Cl)cc2)CC1	-1.0%	-4.5%	0.0%	-2.5%	3.0%	4.1%	-5.5	-4.5%	-1.4%	-0.3%	?
CCN(CC)Cc1c(O)ccc2c([N+](=O)[O-])c(C)n(-c3ccc(OC)cc3)c12	-14.3%	-3.6%	-32.2%	?	-11.0%	-6.6%	8.0	1.3%	?	-9.8%	27.4%
Cc1ccc(S(=O)(=O)N(C)CC(=O)N2CCCc3ccccc32)cc1	/	/	4.6%	-0.4%	9.0%	-1.0%	-2.5	/	2.4%	/	33.6%
CCSC1=N/C(=C\c2ccccc2)C(=O)N1	2.4%	12.9%	-1.4%	-3.6%	-3.3%	5.9%	-3.7	-2.4%	?	14.4%	34.7%
CCOC(=O)c1ccc(NC(=O)CSc2nnnn2C2CCCCC2)cc1	0.4%	6.6%	-31.8%	1.7%	8.5%	-0.2%	4.3	-1.9%	0.5%	-0.4%	-6.3%
COc1ccc(NC(C)=O)cc1S(=O)(=O)NCCc1ccccn1	2.5%	-0.5%	-0.8%	/	/	/	-26.8	-2.5%	0.8%	-1.6%	/
COc1ccc(OC)c(S(=O)(=O)Nc2c(C)n(C)n(-c3ccccc3)c2=O)c1	2.6%	3.7%	-0.3%	0.5%	9.2%	10.5%	-4.2	0.5%	-0.3%	/	-32.6%
Cc1ccc(S(=O)(=O)N2CCN(C(=O)COC(=O)c3oc4ccccc4c3C)CC2)cc1	-0.7%	2.4%	-4.7%	/	/	/	12.0	-4.6%	5.7%	-12.9%	/
CCN1CCCC1CN(Cc1cc2ccc(C)cc2[nH]c1=O)C(=S)Nc1ccccc1C(=O)OC (centres undefined)	-5.8%	-13.9%	6.3%	0.4%	-1.8%	?	40.9[activator]	-1.3%	-0.4%	5.4%	-23.3%
COc1cc2c(cc1OC)CN(C(=O)COc1ccccc1[N+](=O)[O-])CC2	-19.3%	-0.4%	-4.6%	-0.5%	7.1%	1.4%	4.2	1.6%	0.7%	-15.8%	6.9%
O=C1[C@H]2[C@@H](c3ccc(F)cc3)N3C(=O)N(c4cccc(F)c4)C(=O)[C@@]3(Cc3ccc(Cl)cc3)[C@H]2C(=O)N1C1CCCCC1	-1.6%	-1.5%	0.0%	/	/	/	-19.8	-4.4%	2.3%	0.6%	/
CC(C)(C)c1ccc(S(=O)(=O)N2CCN(Cc3cc4c(cc3O)OCO4)CC2)cc1	1.0%	5.7%	-18.1%	/	/	/	-12.1	-0.2%	1.9%	10.4%	/
O=C(O)CCc1nc2cc(C(F)(F)F)ccc2n(Cc2ccccc2)c1=O	11.0%	-0.1%	-3.8%	/	-14.0%	8.1%	-0.1	1.2%	6.8%	-3.5%	15.1%
Cc1nc(N2CCN(S(=O)(=O)c3ccc(F)cc3)CC2)c2c(-c3cccs3)csc2n1	-16.8%	0.3%	-37.8%	1.1%	8.7%	0.2%	30.6[activator]	0.0%	-1.8%	2.9%	37.6%
Cc1cccc(CS(=O)(=O)c2nnc([C@H](Cc3ccccc3)NC(=O)OC(C)(C)C)o2)c1	0.1%	1.2%	-36.9%	?	11.2µM*	-3.4%	-17.8	-4.0%	?	-12.8%	11.2µM*
C=CCn1cnc2c(sc3nc(C)cc(C)c32)c1=O	?	19.0%	62.4%	-9.4%	-0.2%	/	7.7	6.2%	16.9µM*	5.2%	-1.1%
COCCn1c(SCc2nc3scc(-c4ccc(Cl)cc4)c3c(=O)[nH]2)nnc1-c1cccc(C)c1	-3.7%	-2.5%	-69.3%	8.1%	-12.1%	-4.8%	2.4	-3.0%	2.9%	0.6%	?
COc1cccc(C(=O)Nc2ccccc2)c1	?	?	?	-17.8%	3.7%	15.8%	-18.2	?	23.9µM*	?	14.8%
CCNc1nc(NCC)nc(NS(=O)(=O)c2ccc(N)cc2)n1	-2.5%	-2.5%	7.3%	9.4%[11.5 µM]	-14.6%	-11.2%	-8.3	-4.0%	0.1%	23.0%	4.0%
COCCNC(=O)CN(c1cc(C(F)(F)F)ccc1Cl)S(C)(=O)=O	-1.4%	5.1%	13.7%	16.0%	0.9%	9.6%	13.2	1.5%	-0.7%	-1.6%	-6.4%
Cc1ccc(Sc2ncccc2[N+](=O)[O-])cc1	1.9%	-6.1%	-20.0%	/	1.7%	27.0%	12.9	-2.0%	-1.0%	0.9%	-15.1%

Not all compounds are listed. The share of hits here may be higher or lower than overall.
